IDE cell inh = cellular human IDE inhibition; P14735; inhibition, % at 5.59 µM; 320,000 compounds, 0.41% hits; HEK cells, FAbetaB cleavage, fluorescence polarization;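 active = percent inhibition above the average of all tested compounds plus 3 SD, set per screening campaign, cut at about 16% in these data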;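 also: IDE supplied by intact live HEK cells; FP after avidin binding of uncleaved biotin substrate so inhibition keeps polarization high; 0% = DMSO wells and 100% = 60 µM reference IDE inhibitor Ii1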
Target sequence (P14735 whole entry, looked up): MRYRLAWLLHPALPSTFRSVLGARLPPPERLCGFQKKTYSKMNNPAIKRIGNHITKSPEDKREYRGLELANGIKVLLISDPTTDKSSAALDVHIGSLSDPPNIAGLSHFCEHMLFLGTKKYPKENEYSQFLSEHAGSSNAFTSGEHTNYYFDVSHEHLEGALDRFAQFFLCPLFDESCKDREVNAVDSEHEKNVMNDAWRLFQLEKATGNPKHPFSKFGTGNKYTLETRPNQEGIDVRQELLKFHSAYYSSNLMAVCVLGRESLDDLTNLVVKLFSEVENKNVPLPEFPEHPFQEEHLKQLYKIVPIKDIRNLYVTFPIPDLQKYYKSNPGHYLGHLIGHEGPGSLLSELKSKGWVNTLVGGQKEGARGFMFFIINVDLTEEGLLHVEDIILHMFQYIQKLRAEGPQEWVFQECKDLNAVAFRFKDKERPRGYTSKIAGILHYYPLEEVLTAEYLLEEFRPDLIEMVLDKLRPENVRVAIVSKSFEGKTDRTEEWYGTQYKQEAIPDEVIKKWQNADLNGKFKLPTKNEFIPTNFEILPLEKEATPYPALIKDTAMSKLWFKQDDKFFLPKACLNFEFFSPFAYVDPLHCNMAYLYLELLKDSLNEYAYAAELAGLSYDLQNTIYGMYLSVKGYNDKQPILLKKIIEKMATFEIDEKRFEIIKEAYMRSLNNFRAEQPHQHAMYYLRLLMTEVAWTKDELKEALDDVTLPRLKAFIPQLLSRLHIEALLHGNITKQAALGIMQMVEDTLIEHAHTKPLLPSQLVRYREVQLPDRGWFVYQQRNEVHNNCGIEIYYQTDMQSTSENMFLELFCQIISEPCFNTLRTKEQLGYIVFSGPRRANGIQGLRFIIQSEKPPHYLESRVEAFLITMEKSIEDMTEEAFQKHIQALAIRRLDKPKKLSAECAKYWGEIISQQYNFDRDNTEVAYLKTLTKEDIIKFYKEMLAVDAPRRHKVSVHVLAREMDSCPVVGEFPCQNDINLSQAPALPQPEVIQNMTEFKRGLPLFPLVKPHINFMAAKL
IDE act = boosts human insulin-degrading enzyme activity in HEK cells | P14735 | FAbeta-B cleavage, fluorescence polarization; 0% vehicle, 100% cell-free pure enzyme wells | activation, % at 5.96 µM | 340,000 compounds, 0.073% hits | AID 493087;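 active = activation above the mean of all tested compounds plus 3 SD, set per screening campaign, cut at about 17% in these data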
An asterisk follows results filed as active. Some of the compounds tested. The share of hits here may be higher or lower than overall.

IDE cell inh,IDE act,smiles
-2,3,COc1ccccc1NS(=O)(=O)c1cccc(C(=O)N2CCN(Cc3ccc4c(c3)OCO4)CC2)c1
-1,5,Cc1ccc(C(=O)c2ccccc2C(=O)OCC(=O)N2CC(C)CC(C)C2)cc1 (stereo not given)
3,3,CC1CN(C(=O)COc2ccc3ccccc3c2)CC(C)O1 (stereo not given)
4,-4,CCOC(=O)C1CCN(C(=O)c2cccc(S(=O)(=O)N(C)C3CCCCC3)c2)CC1
0,5,O=C(O)C1Nc2ccc(C(F)(F)F)cc2C2OCCC12 (stereo not given)
-6,1,CC(Oc1ccc(Br)cc1)C(=O)NCC(c1ccco1)N1CCCCC1 (stereo not given)
-2,6,COc1cc(C(=O)Nc2ccc3c(c2)CCCN3C(=O)c2ccco2)c([N+](=O)[O-])cc1OC
-1,0,O=C(O)c1cncc(SCc2ccccc2)n1
4,3,COc1cc(OC)cc(C(=O)NNC(=O)CCC2CCCC2)c1
0,0,O=C(O)C1CCN(S(=O)(=O)c2ccc(Cl)s2)CC1
4,5,O=C1N[C@@H](c2ccccc2)COC(=O)[C@@H](Cc2ccc(F)cc2)CC/C=C/C[C@@H]1CC(=O)N(CCO)Cc1ccccc1
0,-1,COC(=O)[C@]1(C)N[C@H](c2ccc(-c3ccc(F)cc3)cc2)[C@@H]2C(=O)N(C)C(=O)[C@@H]21
0,-6,CC1CCN(C(=O)c2[nH]cnc2C(=O)NC2CCN(C(=O)OC(C)(C)C)CC2)CC1
4,-3,C[C@@H]1CN([C@H](C)CO)C(=O)c2cc(NS(=O)(=O)c3cn(C)cn3)ccc2O[C@@H]1CN(C)S(C)(=O)=O
0,1,CC(C)(C)OC(=O)NCCCCCNC(=O)c1nc[nH]c1C(=O)N1CCN(c2ccccc2)CC1
4,-1,COC(=O)c1c(C)[nH]c(C(=O)OCC(=O)c2c(N)n(CC(C)C)c(=O)n(C)c2=O)c1C
6,4,COC(=O)c1sccc1NC(=O)c1ccccc1Br
-3,-6,C=CCOc1ccc(/C=C/C(=O)OCC(=O)NCc2cccc(OC)c2)cc1
8,-2,O=C(COC(=O)c1cc(=O)[nH]c2ccccc12)NC1CCCCC1
-3,-5,Cc1ccc(NC(=O)CSc2nnc(C3CC3)n2C)cc1S(=O)(=O)N1CCCCC1
-5,6,COc1ccccc1C(=O)NC(=O)COC(=O)CCS(=O)(=O)c1ccc(C)cc1
1,-2,O=C(CCCCC(=O)Nc1ccc(F)cc1F)Nc1ccc(F)cc1F
-1,4,COc1cccc(/C=C/C(=O)NNC(=O)c2ccncc2)c1OC
5,6,CC(C)[C@H](NC(=O)c1ccccc1)C(=O)OCC(=O)NCc1ccc2c(c1)OCO2
-2,4,CCCCN(C(C)=O)c1ccc(S(=O)(=O)NC2=NCCCCC2)cc1NC(C)=O
-2,2,C[C@@H]1CN([C@@H](C)CO)C(=O)c2cccc(NS(C)(=O)=O)c2O[C@H]1CN(C)Cc1ccc(C(=O)O)cc1
1,2,Cc1ccc(C(=O)NCc2ccccc2CN2CCCC2)cc1S(=O)(=O)N1CCOCC1
-2,0,O=C(CC1CC2CCC1C2)N1CCN(S(=O)(=O)c2ccccc2F)CC1 (stereo not given)
-3,-1,CN(CC(=O)NC1CCN(Cc2ccccc2)CC1)S(=O)(=O)c1ccc(Cl)s1
-1,0,CC(Sc1nnc(C2CC2)n1Cc1ccccc1)C(=O)N1CCNC1=O (stereo not given)

Profiles from above. Screens in order: IDE cell inh, IDE act
CCOC(=O)C1CCN(C(=O)c2cccc(S(=O)(=O)N(C)C3CCCCC3)c2)CC1 is entered as 4, -4
COc1ccccc1C(=O)NC(=O)COC(=O)CCS(=O)(=O)c1ccc(C)cc1 is entered as -5, 6
COC(=O)c1sccc1NC(=O)c1ccccc1Br is entered as 6, 4
COC(=O)c1c(C)[nH]c(C(=O)OCC(=O)c2c(N)n(CC(C)C)c(=O)n(C)c2=O)c1C is entered as 4, -1
O=C(O)C1Nc2ccc(C(F)(F)F)cc2C2OCCC12 (stereo not given) is entered as 0, 5

Next structures follow.
IDE cell inh,IDE act,smiles
3,3,Cc1c(C(=O)OCC(=O)NC(=O)NC2CCCCC2)cccc1[N+](=O)[O-]
0,-1,CCOc1ccc(S(=O)(=O)N2CCOCC2)cc1NC(=O)CSCc1c(C)noc1C
1,5,COC(=O)c1ccccc1NC(=O)CNc1ccc(F)c(S(=O)(=O)N2CCOCC2)c1
-1,1,COc1cc(OC)cc(-c2cc3ccc(OC)cc3cn2)c1
-4,3,CC(Oc1ccc(Br)cc1)C(=O)Nc1ccc(S(=O)(=O)N(C)C2CCN(C)CC2)cc1 (stereo not given)
9,1,Cc1ccc(S(=O)(=O)N2CCN(c3ncnc4scc(-c5ccccc5)c34)CC2)cc1
7,1,COc1ccc(CN2Cc3cccc4c3[C@@H](CC2=O)[C@H](O)[C@H](O)C4)cc1
3,-3,CC(Sc1ccc(S(=O)(=O)N2CCN(C)CC2)cn1)C(=O)NC1CCCCC1 (stereo not given)
3,-1,C[C@@H]1COC(=O)[C@@H](Cc2ccc(F)cc2)C/C=C\C[C@@H](CC(=O)NCCO)C(=O)N1
3,-2,Nc1c(C(=O)CSc2ncccn2)c(=O)[nH]c(=O)n1C1CC1
2,-1,CCCCn1c(N)c(N(CC(C)C)C(=O)C2CCN(S(=O)(=O)c3ccccc3)CC2)c(=O)[nH]c1=O
6,2,CCN1C(=O)[C@H]2[C@@H](c3ccc(-c4cccc(Cl)c4)c(OC)c3)N[C@@](CC(C)C)(C(=O)OC)[C@H]2C1=O
-3,5,O=C(NCCCc1ccccc1)c1cccc(S(=O)(=O)N2CCOCC2)c1
-3,2,CC1CCN(C(=O)c2nc[nH]c2C(=O)N2CCC(C)CC2)CC1
3,0,O=C(CN1C(=O)c2ccccc2S1(=O)=O)Nc1cccc(S(=O)(=O)N2CCOCC2)c1
2,3,CCOc1ccc(S(=O)(=O)NCCC(=O)NCCc2ccc(OCC)c(OCC)c2)cc1
6,-5,CC(C)(C)NC(=O)CN1CCCN(C(=O)c2cccc(S(=O)(=O)N3CCc4ccccc43)c2)CC1
-2,0,CN(C)S(=O)(=O)c1ccc(Cl)c(C(=O)OCC(=O)NC(=O)NC2CCCC2)c1
3,-2,CCn1nnc2cc(C(=O)Nc3ccc(C(=O)OC(C)C)cc3)ccc21
-2,1,O=C(NCC(=O)N1CCN(S(=O)(=O)c2ccc3c(c2)OCCO3)CC1)c1ccccc1Cl
4,0,COC(=O)[C@@]12CCCCN1[C@H](c1ccc(-c3cccc(Cl)c3)c(OC)c1)[C@@H]1C(=O)N(C)C(=O)[C@@H]12
-4,2,CC(C)[C@H](NC(=O)c1ccc(F)cc1)C(=O)N(C)Cc1cccs1
3,4,Cc1cccc(C)c1NC(=O)CNC(=O)c1cnccn1
7,4,N#Cc1ccc(C(=O)OCC(=O)N2CCN(C(=O)c3ccco3)CC2)cc1
3,3,Cc1cccc(C)c1NC(=O)C1CSC2(C)CCC(=O)N12 (stereo not given)
1,0,COc1ccc(CNC(=O)C(=O)NCCC2CCCCN2S(=O)(=O)c2ccc(C)cc2)cc1 (stereo not given)
5,2,CCc1nc2ccccc2c(C(=O)OCC(=O)N(C)Cc2ccccc2)c1C
2,3,Cc1[nH]c2ccc(C(=O)N3CCC(C(N)=O)CC3)cc2c1C
-2,0,CCOc1cccc(N)c1
2,2,CC1(C)CC(=O)C(=Cc2cn(-c3ccccc3)nc2-c2ccccc2)C(=O)C1

(next part)
IDE cell inh,IDE act,smiles
4,3,Cc1csc(=O)n1CCC(=O)OCC(=O)Nc1cccc(C#N)c1
0,0,COc1ccc(NC(=O)COC(=O)c2ccc3ccccc3n2)c(OC)c1
7,3,Cc1ccc(C(=O)OCC(=O)c2ccc(S(=O)(=O)N3CCCCC3)cc2)o1
3,-4,COC(=O)C1=C[C@@H](C(=O)OC)[C@@H]2C3=C(C(=O)[C@@]2(C)NC(=O)c2ccccc2)[C@H](c2ccccc2)[C@@H]2C(=O)NC(=O)[C@@H]2[C@@H]3C1
1,3,COc1cccc(CN(C)C(=O)c2cccc(S(=O)(=O)N3CCN(c4ccc(F)cc4)CC3)c2)c1OC
0,-5,COc1cccc(NC(=O)CN(C)C(=O)c2cc(-c3ccc(C)o3)nc3ccccc23)c1
-4,1,COCCN(C(=O)c1cc(Cl)nc2ccccc12)c1c(N)n(Cc2ccccc2)c(=O)[nH]c1=O
2,-1,Cc1cc(Br)ccc1NC(=O)CN(C)C(=O)C1CSC2(C)CCC(=O)N12 (stereo not given)
-5,-1,CC1(C)c2[nH]c3ccccc3c2C[C@H]2C(=O)N(Cc3ccccc3F)C(=O)N21
-2,-6,CCCCc1ccc(CC(=O)Nc2cc(S(=O)(=O)N3CCOCC3)ccc2O)cc1
-3,1,CCCCn1c(N)c(N(CCOC)C(=O)CN2C(=O)C3CCCCC3C2=O)c(=O)[nH]c1=O (stereo not given)
-2,4,C[C@@H]1CCC[C@]2(O[C@H](CCO)C[C@@H](O)[C@@H]2O)O1
3,5,O=C1N[C@H](Cc2ccccc2)COC(=O)[C@H](Cc2ccc(F)cc2)C/C=C\C[C@@H]1CC(=O)N(CCO)Cc1ccccc1
0,-3,COC(=O)c1ccc(OCC(=O)Nc2ccccc2C(=O)NC2CC2)cc1
2,-2,Cc1ccccc1C(=O)N1CCC(C(=O)OCc2ccccn2)CC1
2,4,C=CC(=O)Nc1cccc(Oc2ncnc3[nH]cc(-c4cnc5ccccc5c4)c23)c1
-2,-2,CN(C)CCOC(=O)COc1ccc(Cl)cc1
-2,1,CCCNC(=O)C(CC)NC(=O)c1ccc(C#N)cc1 (stereo not given)
-1,3,COCCN(C(=O)CSCC(=O)Nc1ccc(C)cc1)c1c(N)n(CC(C)C)c(=O)[nH]c1=O
-1,6,CC1(C2CC2)NC(=O)N(CC(=O)Nc2ccc(SC(F)F)cc2)C1=O (stereo not given)
5,6,CC(=O)Nc1ccc2c(COC(=O)[C@@H](NS(=O)(=O)c3ccc(C)cc3)C(C)C)cc(=O)oc2c1
-1,4,CC(C)(C)C(CCl)C(=O)NN=C(c1ccccc1)c1ccccc1 (stereo not given)
-1,2,O=C(COC(=O)C1CC2CCCC(C1)C2=O)NC1CCCCC1 (stereo not given)
-5,6,CCOc1ccc(NS(=O)(=O)c2cc3c4c(c2)CCN4C(=O)CC3)cc1
-2,0,c1ccc(NC2=NCCN2CC2CCC2)cc1
1,8,C[C@H](NC(=O)OCc1ccccc1)C(=O)N[C@@H](Cc1c[nH]c2ccccc12)C(=O)O
2,2,COC(=O)c1[nH]c2cc(OC)c(OC)cc2c1NC(=O)CN1C[C@H]2C[C@@H](C1)c1cccc(=O)n1C2
7,1,Cc1ccc(NC(=O)C(C)OC(=O)CCN=C2NS(=O)(=O)c3ccccc32)cc1 (stereo not given)
-4,4,CN(C(=O)COC(=O)c1ccc2c(c1)OCO2)c1c(N)n(Cc2ccccc2)c(=O)[nH]c1=O
-2,4,COc1ccc2nc(NC(=O)c3cccc(N4C(=O)CCC4=O)c3)sc2c1

Five structures from above, ordered by molar mass, ascending.
IDE cell inh,IDE act,smiles
3,-2,Nc1c(C(=O)CSc2ncccn2)c(=O)[nH]c(=O)n1C1CC1
4,3,COc1cc(OC)cc(C(=O)NNC(=O)CCC2CCCC2)c1
-1,2,O=C(COC(=O)C1CC2CCCC(C1)C2=O)NC1CCCCC1 (stereo not given)
1,5,COC(=O)c1ccccc1NC(=O)CNc1ccc(F)c(S(=O)(=O)N2CCOCC2)c1
6,-5,CC(C)(C)NC(=O)CN1CCCN(C(=O)c2cccc(S(=O)(=O)N3CCc4ccccc43)c2)CC1

Continuation:
IDE cell inh,IDE act,smiles
17*,-4,COc1cc(OC)cc(C(=O)Nc2cccc(NC(=O)c3cc(OC)cc(OC)c3)n2)c1
-2,6,COc1ccccc1C1=CN(Cc2ccccc2)CCC1=O
0,2,COc1cc(C(=O)OCC(=O)N2CCCC2)cc2c1OCCO2
0,3,COc1ccc([C@H]2CC(=O)C=C(c3ccnc4ccc(Cl)cc34)C2)cc1
-1,5,COc1ccc(C(C)(C)C)cc1NC(=O)C1CC(=O)N(C2CCCC2)C1 (stereo not given)
1,7,Cc1csc2nc(O)c(C(=O)NCCC3=CCCCC3)c(=O)n12
4,-3,Cc1cnc(C(=O)OCC(=O)N2CCC(C)CC2)cn1
1,-1,Cc1[nH][nH]c(=O)c1C
-2,0,Nc1nnc(SCC(=O)Nc2cccc(S(=O)(=O)N3CCOCC3)c2)s1
4,-2,Cc1ccccc1SCC(=O)OCC(=O)NCCNC(=O)COC(=O)CSc1ccccc1C
13,-11,CCCNC(=O)c1ccc(N2CCC3(CC2)CC(c2cccc(Br)c2)=NO3)c(NC(=O)c2ccccc2)c1
-1,3,O=C(O)C(C(=O)Oc1ccccc1)C(C(=O)O)C(=O)Oc1ccccc1 (stereo not given)
0,4,CC(OC(=O)c1ccc(Cl)cc1O)C(=O)NCCC1=CCCCC1 (stereo not given)
12,1,Cc1noc(NS(=O)(=O)c2ccc(NC(=O)c3cc4ccccc4o3)cc2)c1C
2,1,O=C(COC(=O)c1ccccc1O)NCc1ccccc1Cl
3,6,CC(=O)c1cccc(NC(=O)C2CC(=O)N(C3CCCC3)C2)c1 (stereo not given)
2,2,CCn1c(SC(C)C(=O)Nc2ccc(N3CCOCC3)cc2)nnc1-c1ccco1 (stereo not given)
1,1,O=C1C=C(c2cccc(Br)c2)C[C@@H](c2ccc(Cl)cc2)C1
6,3,Cc1nc(SCC(=O)N2CCC(Cc3ccccc3)CC2)[nH]c(=O)c1C
1,5,CCCCC(=O)Nc1nnc(SCC(=O)NCC2CCCO2)s1 (stereo not given)

Screening results as filed in PubChem BioAssay.
